KLF5 inh – kruppel-like factor 5 inhibition; DLD-1 KLF5 promoter-luciferase reporter, luminescence; inhibition, % at 5 µM; 290,000 compounds, 0.23% hits;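 active = inhibition above a per-plate limit of that plate's mean compound inhibition plus 3 SD, cut at about 60% in these data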;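 also: 0% = DMSO wells and 100% = LY294002 at 200 µM; higher means less KLF5 promoter-driven luciferase light; inactives centre near -14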
IEC-6 cytotox – counter-screen for KLF5 inhibitors: cytotoxicity in IEC-6 cells | 290,000 compounds, 0.78% hits | IEC-6 cytotoxicity, luminescence viability | inhibition, % at 5 µM; in the data active = inhibition above about 22%;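 also: 0% = plate median of test compound wells and 100% = cytotoxic reference compound wells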
GSK3 alpha inh – human GSK-3 alpha kinase inhibition. P49840. ADP-Glo luminescence, 60 min. inhibition, % at 10 µM. 320,000 compounds, 0.1% hits;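 in the data active = inhibition above about 50%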;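 also: GST-tagged GSK-3 alpha with peptide substrate and 25 µM ATP; 0% = DMSO neutral wells and 100% = GW8510 positive control wells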
Target sequence (P49840 whole entry, looked up): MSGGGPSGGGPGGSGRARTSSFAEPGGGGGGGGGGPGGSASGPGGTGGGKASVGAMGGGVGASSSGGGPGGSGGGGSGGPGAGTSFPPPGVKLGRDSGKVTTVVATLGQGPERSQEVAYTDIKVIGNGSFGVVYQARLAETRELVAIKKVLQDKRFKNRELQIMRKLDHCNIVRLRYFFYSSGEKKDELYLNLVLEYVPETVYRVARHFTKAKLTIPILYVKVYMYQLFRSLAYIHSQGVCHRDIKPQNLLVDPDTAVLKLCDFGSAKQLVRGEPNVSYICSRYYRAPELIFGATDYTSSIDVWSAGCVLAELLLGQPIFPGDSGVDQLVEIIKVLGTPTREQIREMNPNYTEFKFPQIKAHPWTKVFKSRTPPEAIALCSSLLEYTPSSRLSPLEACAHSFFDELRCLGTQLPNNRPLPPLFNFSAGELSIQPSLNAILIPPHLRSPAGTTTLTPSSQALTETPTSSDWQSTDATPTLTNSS
HSF-1 act – increases HSF-1 driven luciferase reporter signal | activation, % at 9 µM | 300,000 compounds, 1.7% hits | AID 504408 | NIH3T3-HGL HSF-1 luciferase reporter, MG132, 8 h; 100% = twice DMSO control signal;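 active = mean replicate activation of at least 50% with a set share of replicates each reaching 50%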;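 also: 0% = median of the neutral control wells and 100% = twice that signal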
PolyA inh – inhibitors of polyadenylation in S. cerevisiae; S. cerevisiae SKY197-pL101 polyadenylation reporter, beta-gal luminescence; efflux-impaired pdr1/pdr3 knockout yeast; score 100 = 6 SD above DMSO; calls only at 12 µM; 300,000 compounds, 0.02% hits; AID 1875;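 active = lowest replicate activity score at least 50, where 100 means six control SD above control mean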;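 also: yeast exposed to compound for 9 h at 30 °C; higher score means more reporter readthrough which indicates perturbed polyadenylation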
aSyn 5UTR inh – 5' untranslated region of α-synuclein, MLPCN primary screen. alpha-synuclein 5'UTR reporter, inhibitor activity. 300,000 compounds, 0.82% hits. inhibition, % (tested at 7.5 µM); in the data active = inhibition above about 60%;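 also: H4 neuroglioblastoma cells stably carrying SNCA 5'UTR luciferase fusion; 0% = DMSO wells and 100% = positive control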
HSP90 inh – HSP90 refolding inhibition in rabbit reticulocyte lysate; inhibition, % at 5.6 µM; 290,000 compounds, 0.91% hits; luciferase refolding luminescence, 3 h;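 active = inhibition above the screen-wide mean plus 3 SD, computed separately per campaign, cut at about 16% in these data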;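 also: 0% = DMSO wells and 100% = 60 µM geldanamycin wells; inhibitors lower the luminescence because luciferase stays unfolded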
HSF1 inhib – HSF1 inhibition. 300,000 compounds, 0.77% hits. activity change, negative = inhibition, % at 7.5 µM (by protocol). AID 2098. NIH3T3-HGL HSE-luciferase, MG132-induced, luminescence 8 h; hits give low values;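 active = more than half of replicate wells show activity change below -50%, luminescence cut by over half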;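 also: luciferase reports HSF-1 transcriptional activity via heat shock element; 0% = median of DMSO wells and -100% = zero luminescence signal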
GSK3beta inhib – inhibitors of human GSK3beta kinase | P49841 | GST-GSK3beta kinase, ADP-Glo luminescence, 60 min; hits give low values | activity score (negative = inhibition), % at 10 µM | 300,000 compounds, 0.038% hits | AID 2097;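 active = more than half of replicate wells score below -50%, meaning over 50% inhibition versus plate controls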;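 also: 0% = median DMSO wells and -100% = median GW8510 positive control wells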
Target sequence (P49841 whole entry, looked up): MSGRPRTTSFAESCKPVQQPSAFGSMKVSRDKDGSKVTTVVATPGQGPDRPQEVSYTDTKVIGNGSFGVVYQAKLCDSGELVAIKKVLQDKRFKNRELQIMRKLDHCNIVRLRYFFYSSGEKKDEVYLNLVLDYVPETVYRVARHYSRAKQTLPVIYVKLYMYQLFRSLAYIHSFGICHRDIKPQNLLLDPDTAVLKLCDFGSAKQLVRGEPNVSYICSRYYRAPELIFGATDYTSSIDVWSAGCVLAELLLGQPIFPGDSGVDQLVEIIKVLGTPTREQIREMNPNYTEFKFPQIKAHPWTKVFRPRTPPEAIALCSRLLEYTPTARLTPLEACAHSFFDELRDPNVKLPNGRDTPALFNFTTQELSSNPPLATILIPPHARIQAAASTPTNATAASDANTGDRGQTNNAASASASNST
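test system = GST-tagged human GSK3beta kinase, cell-free | reagent = 25 µM ATP with peptide substrate | dosing = one dose of 10 µM per compound | schedule = 60 min reaction, RT | detection = luminescent ADP-Glo measurement of ADP formed | control set = DMSO neutral wells and GW8510 at 20 µM as positive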
AI-2 QS mod – modulates the Vibrio harveyi AI-2 quorum sensing system; activity change, % at 7.5 µM; 300,000 compounds, 0.4% hits; Vibrio harveyi JMH597 AI-2 luminescence/OD600 ratio, 9 h; hits give low values; strain lacks LuxN and CqsS sensors; 0 = neutral-control median; in the data active = activity change below about -75%, passing the limit was not always enough;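 also: luminescence divided by OD600 gain over 9 h not by final OD600 alone; inactives centre near 13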
* hit, by the source's call; i = inactive; · = no result given. Only part of the results is shown (hit frequency here may not be typical).

SMILES | HSP90 inh | PolyA inh | IEC-6 cytotox | aSyn 5UTR inh | HSF1 inhib | AI-2 QS mod | GSK3 alpha inh | GSK3beta inhib | HSF-1 act | KLF5 inh
COc1ccc(NC(=O)Nc2ccc(F)cc2F)cc1 | 5 | i | -1 | -139 | 11 | 7 | -1 | 0 | 42 | -144
Cc1ccc(S(=O)(=O)NC2=NCN(C(C)C)CN2)cc1 | -2 | i | 0 | 20 | 0 | · | 0 | · | -6 | -34
CC(C)CC1=C/C(=C/c2ccc(-c3ccccc3)o2)C(=O)O1 | -2 | i | -6 | -29 | 7 | 15 | 1 | 6 | 23 | -9
CN1CCc2c(sc(N)c2C(=O)c2ccc(Cl)cc2)C1 | -6 | i | -7 | 5 | -11 | 3 | 2 | 1 | -5 | -39
COc1ccc(CN(CC(=O)NCc2ccccc2)C(=O)CCC(=O)Nc2nccs2)cc1 | 0 | i | -4 | 5 | 0 | 9 | -1 | 1 | -1 | -3
CC(=O)Oc1ccc(/C=N/NS(=O)(=O)c2ccccc2)cc1 | -1 | i | 1 | 6 | 5 | 16 | -2 | 0 | 19 | -20
S=C(NNc1ccnc2cc(Cl)ccc12)Nc1ccc(Cl)cc1Cl | -1 | i | -2 | -28 | 5 | 31 | -6 | 1 | 3 | -18
COC(=O)c1ccc(NC(=S)NCCc2cccc(C)c2)cc1 | 2 | i | 2 | 3 | 7 | 13 | · | 1 | -2 | -45
COc1ccc2c(C)c(CC(=O)N3CCN(C(=O)C4COc5ccccc5O4)CC3)c(=O)oc2c1C (stereo unspecified) | 0 | i | -7 | 3 | 4 | -4 | -1 | 2 | 20 | -15
CC(CC(=O)O)CC1=NS(=O)(=O)c2ccccc2N1 (stereo unspecified) | -4 | i | 6 | 10 | 1 | 15 | · | 3 | 23 | -10
Cc1ccc(S(=O)(=O)/N=C(\Nc2cc(C)on2)c2ccc(Cl)cc2)cc1 | 2 | i | -6 | -30 | 1 | 29 | -3 | 0 | 7 | -37
NC(=O)c1c(NC(=O)CN2CCCC2)sc2c1CCCC2 | -1 | i | 2 | -35 | -1 | 21 | 5 | -1 | 12 | 12
CCn1cc(S(=O)(=O)c2ccc(OC)cc2)c(=O)c2cc(OC)ccc21 | 2 | i | 2 | -27 | 2 | -9 | 2 | 1 | 2 | 4
O=C(NCc1ccc2c(c1)OCO2)c1cc2ccccc2o1 | 2 | i | -1 | 11 | -2 | -66 | -1 | 2 | 11 | -17
CCOC(=O)c1c(C)oc2c1cc(O)c1ccccc12 | 0 | i | 11 | -104 | 37 | 15 | · | -1 | 58* | 10
CCCCc1nc(NCCO)c(C#N)c2c1CCCC2 | 4 | i | 1 | 27 | -6 | 7 | 13 | 1 | -18 | -3
Cc1ccc2oc(NC(=O)N3CCOCC3)cc(=O)c2c1 | 2 | i | 1 | -23 | 4 | 13 | 0 | 1 | 6 | -11
COc1ccc(CNS(=O)(=O)c2c(C(=O)N3CCCCCC3)c(C)n(C)c2C)cc1 | -8 | i | -3 | 28 | 2 | 9 | -1 | 1 | 9 | -37
CCCOCc1ccc(O)c2ncccc12 | 0 | i | 2 | 46 | -42 | 24 | -3 | 0 | -48 | 16
CCC(C)(C)n1nnnc1C(c1ccccn1)N1CCCCC1 (stereo unspecified) | -2 | i | 2 | -5 | 22 | 10 | 2 | 0 | 37 | -7
COc1ccc(CNC(=O)CCCn2nc([N+](=O)[O-])cc2C)cc1 | 3 | i | 0 | 13 | -12 | 2 | -2 | -2 | 4 | -15
CCCCNS(=O)(=O)c1ccc(NC(=O)c2cccs2)cc1 | -2 | i | 5 | -66 | 6 | 14 | 0 | 0 | 8 | -6
Cn1c(C(=O)N2CCOCC2)cnc1Sc1ncc(C(F)(F)F)cc1Cl | 5 | i | 0 | 18 | -1 | 17 | -3 | -1 | 1 | -10
Cc1ccc(C)c(N2CCN(C(=S)Nc3ccc4nc(N5CCOCC5)cc(C)c4c3)CC2)c1 | 0 | i | 4 | 1 | -2 | 5 | 0 | 1 | 12 | -43
CC(C)NC(=O)COC(=O)c1cc(=O)[nH]c2ccccc12 | -1 | i | 3 | -3 | 1 | 0 | 1 | 2 | 30 | 11

Pulled one by one from the entries so far (six):
SMILES | HSP90 inh | PolyA inh | IEC-6 cytotox | aSyn 5UTR inh | HSF1 inhib | AI-2 QS mod | GSK3 alpha inh | GSK3beta inhib | HSF-1 act | KLF5 inh
CC(C)NC(=O)COC(=O)c1cc(=O)[nH]c2ccccc12 | -1 | i | 3 | -3 | 1 | 0 | 1 | 2 | 30 | 11
Cc1ccc2oc(NC(=O)N3CCOCC3)cc(=O)c2c1 | 2 | i | 1 | -23 | 4 | 13 | 0 | 1 | 6 | -11
COc1ccc(NC(=O)Nc2ccc(F)cc2F)cc1 | 5 | i | -1 | -139 | 11 | 7 | -1 | 0 | 42 | -144
NC(=O)c1c(NC(=O)CN2CCCC2)sc2c1CCCC2 | -1 | i | 2 | -35 | -1 | 21 | 5 | -1 | 12 | 12
Cc1ccc(S(=O)(=O)/N=C(\Nc2cc(C)on2)c2ccc(Cl)cc2)cc1 | 2 | i | -6 | -30 | 1 | 29 | -3 | 0 | 7 | -37
S=C(NNc1ccnc2cc(Cl)ccc12)Nc1ccc(Cl)cc1Cl | -1 | i | -2 | -28 | 5 | 31 | -6 | 1 | 3 | -18

Other structures.
SMILES | HSP90 inh | PolyA inh | IEC-6 cytotox | aSyn 5UTR inh | HSF1 inhib | AI-2 QS mod | GSK3 alpha inh | GSK3beta inhib | HSF-1 act | KLF5 inh
O=C(c1ccccc1)N(CCN1CCOCC1)C1(C(=O)Nc2ccccc2)CCCCC1 | 5 | i | 8 | -11 | -1 | 6 | -1 | -1 | -8 | 6
N#CCCN1CCN(S(=O)(=O)c2ccc3c(c2)OCCCO3)CC1 | -1 | i | -3 | 18 | 2 | 28 | -4 | -1 | -10 | -21
Cc1cc(C)c(S(=O)(=O)N2CCCC(C(=O)NCc3ccncc3)C2)c(C)c1 (stereo unspecified) | -7 | i | -3 | 14 | 6 | 21 | -1 | 2 | -8 | -6
CCc1noc(C)c1C(=O)Oc1ccc(N(C)S(=O)(=O)c2ccccc2)cc1 | · | i | · | -6 | 7 | 14 | -13 | 1 | 26 | ·
Cc1oc(C(=O)O)cc1CSCc1cc(C(=O)O)c(C)o1 | 3 | i | -5 | -2 | 1 | 25 | -4 | 2 | 0 | -5
CCN(CC)S(=O)(=O)c1ccc(N2CCOCC2)c(NC(=O)COc2ccc(Cl)cc2)c1 | 4 | i | 2 | 22 | 3 | -22 | 3 | -1 | 19 | -7
COc1ccccc1NC(=O)COc1ccccc1 | 3 | i | 3 | -91 | 10 | 7 | 0 | -2 | -5 | -36
Cc1cc(S(=O)(=O)Nc2cccc(Cl)c2)c(C)s1 | -1 | i | 5 | 10 | 3 | 13 | -1 | -1 | 2 | -8
COC(=O)c1ccccc1C(=O)N1CCCC(C(=O)c2cc(F)ccc2F)C1 (stereo unspecified) | -4 | i | -1 | 14 | -1 | 22 | 1 | -1 | -5 | -17
Cc1ccc2c(c1)C(=C(C#N)C#N)C(=O)N2CCN1CCCCC1 | 1 | i | -1 | 13 | 2 | 10 | -2 | 5 | -3 | -23
Cc1nc2nc(C)c(CCC(=O)NCCC3=CCCCC3)c(C)n2n1 | -2 | i | -9 | 7 | -1 | 17 | · | 3 | 27 | -20
O=C(COc1c(CO)cc(Br)cc1CO)NC1CCCc2ccccc21 (stereo unspecified) | 0 | i | -8 | -4 | -3 | -5 | 3 | -2 | -11 | -15
Cc1nc2sc3c(NCc4ccco4)ncnc3c2c2c1COC(C)(C)C2 | 2 | i | -9 | 41 | -89* | 24 | 5 | 0 | -92 | -14
CCC(C)N(C(=O)CSc1nnc(COc2ccccc2F)n1N)C1CCS(=O)(=O)C1 (stereo unspecified) | · | i | · | -5 | -5 | 11 | 0 | -4 | 14 | ·
CCOc1cccc(-c2nc(C(N)=O)c3[nH]c(=O)n(-c4cccc(Cl)c4)c3n2)c1O | -1 | i | -12 | -14 | 0 | 5 | -1 | -2 | -5 | 2
C/C(=N\Nc1c(Cl)c(Cl)nc(C(=O)O)c1Cl)c1ccc(O)cc1 | 1 | i | 1 | 7 | -6 | -11 | 1 | -19 | -1 | -15
COc1ccc2nc(SCC(=O)Nc3cc(C)on3)[nH]c2c1 | 3 | i | 8 | -9 | 9 | 9 | 3 | 0 | -1 | 4
COc1ccc(S(=O)(=O)N2CCN(S(=O)(=O)c3ccc(C(F)(F)F)cc3)CC2)cc1C | 0 | i | 5 | 19 | -9 | 7 | 1 | 3 | 3 | -12
CCC(Cc1ccccc1)NC(=O)c1ccc2nc(N3CCOCC3)sc2c1 (stereo unspecified) | 4 | i | -4 | 6 | -4 | 8 | 0 | 5 | 1 | -24
CC(C)c1nc(C(N)=O)c2[nH]c(=O)n(-c3ccc(F)cc3)c2n1 | -1 | i | -2 | 2 | -3 | 13 | 0 | 2 | 19 | -23
CN(c1nnc(N)s1)C1CCCCC1 | 2 | i | -5 | 17 | -41 | 1 | · | 0 | -52 | 4
COC(=O)COc1c(/C=C\c2nc(O)c([N+](=O)[O-])c(=O)[nH]2)cccc1OC | 6 | i | -5 | -6 | -8 | 2 | -3 | 4 | -6 | 7
NS(=O)(=O)c1cnccc1Oc1cccc(Cl)c1 | · | i | · | 9 | -5 | -4 | -3 | 1 | -4 | ·
Cc1cccc(C)c1NC(=O)COC(=O)c1c2c(nc3ccccc13)/C(=C\c1ccc3c(c1)OCO3)CCC2 | 6 | · | -3 | · | · | · | -3 | · | · | -13
N=C(N)n1c(N)nc2ccccc2c1=O | 0 | i | -1 | -5 | -6 | 16 | -1 | 1 | 5 | -18
S=C(Nc1ccccc1Cl)NC1CC2CCCC(C1)N2C1CC1 (stereo unspecified) | 6 | i | 4 | -21 | 2 | 12 | 2 | -3 | -4 | -22
Cc1cc(SCC(=O)c2ccc(O)c(O)c2)nc2ccccc12 | -7 | i | -8 | -1 | 0 | · | -2 | · | 7 | 10
Nc1n[nH]c(-c2ccc(Br)cc2)c1Cl | 0 | i | 4 | 8 | 4 | 38 | 3 | -1 | -1 | 8

Screening data from PubChem.
